DTT redox prof = compounds producing H2O2 with reducing agent – biochemical, NIH compound library profiling, artefact control for MLSCN library redox annotation, primary screen. DTT-dependent redox cycling H2O2, phenol red/HRP absorbance; 100% = 100 µM peroxide control, 0% = buffer. activation, % at 10 µM. 0.03% of 200,000 active. AID 878;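 active = activation of at least 50% relative to the plate's high and low controls in the primary single-dose screen; inactive = activation below 50%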;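 also: compound incubated with DTT at 0.8 mM final as the reducing agent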
SRC2 TRFRET art = TR-FRET artefact, counter-screen to PPARgamma/SRC-2 agonist assay; 0.4% of 200,000 active; active compounds read high; TR-FRET ratio at 8 µM; in the data active = TR-FRET ratio above about 2000; also: inactives centre near 1500
PPARg SRC-2 ag = promotes SRC-2 coactivator recruitment by human PPARgamma | AID 1032 | 0.34% of 200,000 active | activation, % at 8 µM | PPARgamma LBD-SRC-2 recruitment, biochemical | P37231; in the data active = activation above about 22%;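 also: 0% = vehicle and 100% = reference agonist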
PPARg SRC-3 ag = PPARgamma-driven SRC-3 recruitment agonism. P37231. biochemical PPARgamma/SRC-3 coactivator recruitment assay. activation, % at 8 µM. 0.26% of 200,000 active. AID 731; in the data active = activation above about 23%;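 also: 0% = DMSO and 100% = reference agonist; some compounds past the cut are filed as inactive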
Efa HMGR inh = E. faecalis class II HMG-CoA reductase inhibition; purified E. faecalis HMGR, NADPH absorbance 340 nm kinetic; inhibition, % at 10 µM; 0.41% of 190,000 active; AID 1066;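 active = inhibition above a set limit, the median over all tested compounds plus 3 SD, cut at about 9.5% in these data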;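 also: enzyme runs in reverse so mevalonate oxidation gives rising NADPH absorbance; 0% = complete reaction with DMSO and 100% = background rate lacking mevalonate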
S1P3 antagonist = antagonists of human S1P3 receptor; Q99500; CHO S1P3 NFAT-BLA reporter, FRET fluorescence, antagonist mode; inhibition, % at 4.98 µM; 0.27% of 170,000 active; AID 485;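 active = inhibition above the plate cutoff, the mean inhibition of test wells on that plate plus 3 SD, cut at about 28% in these data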;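 also: cells challenged with S1P at its EC80 of 0.8 µM; blue over green emission ratio from cleaved BLA substrate after 4 h stimulation; 0% = S1P-stimulated wells and 100% = unstimulated DMSO-only wells; some compounds past the cut are filed as inactive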
Target sequence (Q99500 whole entry, looked up): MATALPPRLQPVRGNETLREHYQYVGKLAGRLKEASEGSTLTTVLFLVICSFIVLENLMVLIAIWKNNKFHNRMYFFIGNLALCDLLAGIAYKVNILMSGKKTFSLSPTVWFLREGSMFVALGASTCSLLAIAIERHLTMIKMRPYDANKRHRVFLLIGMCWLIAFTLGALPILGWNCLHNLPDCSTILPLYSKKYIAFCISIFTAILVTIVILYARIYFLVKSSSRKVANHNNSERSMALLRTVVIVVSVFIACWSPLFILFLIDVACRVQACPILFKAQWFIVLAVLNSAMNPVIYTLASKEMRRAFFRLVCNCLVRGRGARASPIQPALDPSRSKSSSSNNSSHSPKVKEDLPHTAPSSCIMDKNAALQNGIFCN
L major viab = reduces viability of Leishmania major promastigotes; 9% of 200,000 active; inhibition, % at 10 µM; resazurin fluorescence viability; AID 1063; in the data active = inhibition above about 50%;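 also: promastigotes grown with compound for 44 hours at 28 °C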
PPARg SRC1 recr = promotes SRC-1 coactivator recruitment by human PPARgamma; P37231; PPARgamma-SRC-1 coactivator recruitment biochemical assay; activation, % at 8 µM; 0.41% of 200,000 active; in the data active = activation above about 19%;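 also: 0% = DMSO and 100% = reference agonist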
bIAP inhibitor = blocks bovine intestinal alkaline phosphatase activity; purified bovine IAP, CDP-star luminescence, 30 min; inhibition, % at 20 µM; 190,000 tested, under 10 active; AID 1019;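 active = over 50% inhibition of intestinal alkaline phosphatase at 20 µM in the single-dose screen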
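test system = bovine IAP enzyme | medium = DEA buffer 100 mM, pH 9.8, with MgCl2 1.0 mM, ZnCl2 0.02 mM | detection = luminescence | dosing = single compound dose of 20 µM, 2% DMSO final | incubation = 30 min reaction at room temperature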
RAM inhibit = inhibitors of the yeast RAM network; AID 868; S. cerevisiae dse1pr::URA3 reporter, 5-FOA growth OD615, 2 d; analog-sensitive cbk1-as2 kinase mutant strain; inhibition, % at 50 µM; 1.8% of 190,000 active;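 active = inhibition above a set limit, 3 SD over mean compound inhibition, cut at about 8.4% in these data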;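 also: 0% = DMSO-only wells with no growth and 100% = 10 µM 1-NA-PP1 full growth; inhibition rescues growth on 5-FOA so higher OD means more RAM inhibition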
ROMK primary = modulates human ROMK potassium channel activity | P48048 | Tet-inducible ROMK, thallium flux fluorescence; actives lie on both sides | B-score at 10 µM | 2% of 130,000 active;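 active = signal ratio slope over the read window, or its plate-corrected B-score, at least 3 SD from the plate mean, either direction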;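 also: B-score of the F/F0 ratio slope over 7 to 12 s after thallium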
Target sequence (P48048 whole entry, looked up): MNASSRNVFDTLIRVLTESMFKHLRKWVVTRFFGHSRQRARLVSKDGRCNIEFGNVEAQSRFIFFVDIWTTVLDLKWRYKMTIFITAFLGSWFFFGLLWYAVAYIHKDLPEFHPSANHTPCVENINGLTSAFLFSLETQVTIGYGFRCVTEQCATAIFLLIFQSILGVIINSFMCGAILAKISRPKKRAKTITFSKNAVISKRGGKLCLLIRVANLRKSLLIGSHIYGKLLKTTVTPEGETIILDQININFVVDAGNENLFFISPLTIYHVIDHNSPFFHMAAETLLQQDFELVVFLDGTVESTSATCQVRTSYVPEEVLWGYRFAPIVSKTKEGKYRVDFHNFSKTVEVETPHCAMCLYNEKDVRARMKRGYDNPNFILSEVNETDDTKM
Numbers without * were called inactive; / = not tested or not shown.

Structure | DTT redox prof | SRC2 TRFRET art | PPARg SRC-2 ag | PPARg SRC-3 ag | Efa HMGR inh | S1P3 antagonist | L major viab | PPARg SRC1 recr | bIAP inhibitor | RAM inhibit | ROMK primary
O=C(CCNc1ccccc1)c1ccc2c(c1)OCO2 | 4.1 | 1284 | 3 | 0 | -4 | -5 | 10 | 0 | 15 | 1.0 | 0.62
CCCCN=C1C([N+](=O)[O-])=CC=C2C1=NC1(CCCCC1)N2O | 0.3 | 1447 | 6 | -2 | -4 | -7 | -6 | 9 | 10 | 4.8 | -0.021
CCOC(=O)C1CCCN(c2c(N3CCC(N4CCCCC4)CC3)c(=O)c2=O)C1 (stereo not drawn) | -1.4 | 1610 | -7 | 3 | -10 | -38 | -3 | -1 | 7 | 2.5 | /
CCOc1c(Cl)cc(CNCC(C)C)cc1Cl | 0.6 | 1337 | 8 | -9 | -5 | / | 68* | -5 | / | -0.1 | -2.1
O=C(O)CC1=C(Nc2ccccc2)C(=O)N(c2ccccc2)C1c1ccc(Br)cc1 (stereo not drawn) | 0.4 | 1718 | -3 | 5 | -4 | 4 | -7 | 6 | 3 | 2.8 | 0.93
O=C(CNC(=O)Cc1ccc(Cl)cc1)NCc1ccco1 | -0.1 | 1499 | -3 | -2 | -1 | -10 | -5 | 0 | -3 | -0.1 | -0.11
CC(=O)Nc1cc(-n2cnnn2)ccc1C | 0.0 | 1638 | -7 | 2 | 2 | -1 | -2 | 13 | 11 | 0.4 | /
CC1CC(=S)Nc2ccccc2S1 (stereo not drawn) | 0.1 | 1504 | -3 | -7 | -11 | / | -11 | -7 | -5 | -0.5 | /
Cc1ccc(-c2ccc(SCC(=O)Nc3nonc3C)nn2)cc1 | 1.7 | 1460 | 6 | -2 | -6 | 2 | 3 | 3 | 10 | 1.8 | /
COc1ccc(-n2c(SCC(=O)NCCC(C)C)nc3ccsc3c2=O)cc1 | -3.0 | 1667 | 4 | 11 | 0 | / | -5 | 4 | 5 | 4.1 | /
C/C(=N\NC(=O)CSc1nc(C)cc(C)n1)c1cccc([N+](=O)[O-])c1 | 0.1 | 1611 | 7 | -3 | -1 | -30 | -3 | 2 | 3 | 3.9 | /
CCn1c(CCNC(=O)c2ccc(OC)cc2)nnc1SCc1ccc(Cl)cc1Cl | 0.1 | 1616 | 3 | 0 | -6 | -8 | 91* | -1 | / | 1.6 | /
O=C(Cc1ncc(C(F)(F)F)cc1Cl)NCCc1ccccc1 | -0.5 | 1697 | -4 | 3 | -10 | -9 | -10 | 1 | -13 | 0.4 | -0.37
COc1ccc2c(c1)NC(=O)CC(c1ccccc1)=N2 | 0.4 | 1386 | 7 | 7 | -4 | / | -3 | 1 | 6 | 2.1 | 2.2
Cc1cc(C)c2c(c1)-c1cc(C)nn1C(c1ccc3c(c1)OCO3)N2 (stereo not drawn) | 2.9 | 1498 | 2 | -8 | -1 | -5 | 99* | 4 | -9 | 0.8 | /
CC(C)=CCN1CCN(Cc2cccnc2)CC1CCO (stereo not drawn) | 3.4 | 1638 | -2 | 5 | 1 | 0 | -7 | 5 | 5 | 1.4 | 0.3
O=C(CSc1ccc2nnc(-c3ccncc3)n2n1)Nc1ccc2c(c1)OCO2 | 0.2 | 1529 | 3 | -2 | 4 | 2 | 10 | 2 | 14 | 0.7 | /
Cc1cc(C)n2nc(C(=O)NC3CCCc4ccccc43)nc2n1 (stereo not drawn) | -1.2 | 1388 | -2 | 2 | -1 | 2 | -5 | -1 | -8 | 0.7 | -0.86
Cc1ccc(Nc2cc(C)nc3ncnn23)c(Cl)c1 | -0.2 | 1548 | 4 | 6 | 4 | -6 | 9 | 6 | -20 | 2.1 | /
CC(C)c1ccc(C(=O)NC(=S)NCc2cccnc2)cc1 | -0.2 | 1620 | 6 | 10 | -5 | -14 | -1 | 8 | -10 | -0.7 | /

Quoted from the listing.
RAM inhibit, CC(=O)Nc1cc(-n2cnnn2)ccc1C → 0.4
PPARg SRC-3 ag, CCCCN=C1C([N+](=O)[O-])=CC=C2C1=NC1(CCCCC1)N2O → -2
S1P3 antagonist, O=C(CCNc1ccccc1)c1ccc2c(c1)OCO2 → -5
Efa HMGR inh, CCOC(=O)C1CCCN(c2c(N3CCC(N4CCCCC4)CC3)c(=O)c2=O)C1 (stereo not drawn) → -10
RAM inhibit, COc1ccc(-n2c(SCC(=O)NCCC(C)C)nc3ccsc3c2=O)cc1 → 4.1
DTT redox prof, CCOc1c(Cl)cc(CNCC(C)C)cc1Cl → 0.6

The listing continues:
Structure | DTT redox prof | SRC2 TRFRET art | PPARg SRC-2 ag | PPARg SRC-3 ag | Efa HMGR inh | S1P3 antagonist | L major viab | PPARg SRC1 recr | bIAP inhibitor | RAM inhibit | ROMK primary
CCOC(=O)c1cnc(SCC(=O)N2CCOCC2)nc1N | 0.0 | 1546 | 0 | 4 | -2 | -22 | -1 | 7 | 6 | 1.1 | -0.3
COc1cc(C=O)ccc1OCCCOc1ccc([N+](=O)[O-])cc1 | -0.3 | 1629 | 6 | 2 | -8 | 0 | -1 | 8 | 16 | 5.7 | -0.16
CN(C)C(CNC(=O)c1cccc(S(=O)(=O)N(C)C)c1)c1ccccc1 (stereo not drawn) | 0.0 | 1278 | -5 | -11 | 2 | / | -4 | 5 | -10 | 0.5 | 1.5
Cc1oc(-c2ccccc2)[n+]([O-])c1C | -11 | 1638 | 11 | -1 | 5 | -40 | -4 | 3 | 3 | 1.2 | /
O=C(N/N=C/c1ccc(Br)o1)/C(=C/c1ccc([N+](=O)[O-])cc1)NC(=O)c1ccccc1 | -6.8 | 1652 | 9 | -2 | -1 | / | 57* | 5 | 9 | 0.7 | -0.29
Fc1ccc(Nc2ccnc(Nc3ccc(F)cc3)n2)cc1 | 0.4 | 1350 | -3 | -6 | -2 | 14 | 95* | -6 | -4 | -0.6 | /
O=C(COC(=O)CCC(=O)c1cccs1)Nc1ccc(Cl)cn1 | -0.7 | 1350 | 7 | 4 | 0 | -23 | -4 | -1 | 9 | 3.6 | -0.56
CCC(=O)N1CCN(c2ccccc2NC(=O)Cc2ccc(Cl)cc2)CC1 | 1.0 | 1525 | 3 | -7 | 0 | 5 | -6 | -2 | 5 | 0.3 | /
NCCCC[C@H]1CNC(=S)N1CC1CCCCC1 | -0.1 | 1653 | 8 | 6 | -5 | -14 | -2 | 9 | 36 | 2.6 | /
COC(=O)NC1(C(F)(F)F)C(=O)Nc2c1c(=O)n(C)c(=O)n2C (stereo not drawn) | 4.2 | 1296 | 6 | -1 | -5 | -9 | -8 | 6 | -3 | 0.4 | -0.27
O=C(CN1CCCCCC1)Nc1cccc(Br)c1 | 1.6 | 1436 | -4 | 1 | 1 | / | 3 | 4 | 21 | -0.4 | /
O=C(CCNS(=O)(=O)c1c(Cl)cccc1Cl)OCC(=O)c1ccccc1F | -0.1 | 1478 | 9 | -2 | 2 | -11 | -7 | 3 | 7 | 3.5 | 0.25
C/C=C/C(=O)OCC(=O)Nc1ccc(F)cc1Cl | 1.1 | 1658 | -3 | -3 | 2 | / | 5 | -1 | 4 | 0.1 | /
O=C(NC1CCCC1)C(c1ccsc1)N(CCc1ccccc1)C(=O)Cc1cccs1 (stereo not drawn) | 0.3 | 1569 | -9 | -6 | -2 | 8 | 10 | -3 | 17 | -0.1 | -0.027
CSc1nc(=S)n(Cc2ccccc2)c(C)c1C(C)=O | -0.1 | 1608 | -2 | 2 | 1 | 0 | -4 | -2 | 7 | 2.7 | 0.96
CCS(=O)(=O)N1CCC(C(=O)NCc2ccccn2)CC1 | -1.5 | 1507 | 2 | 3 | -11 | 11 | -1 | -4 | 1 | 0.6 | 0.04
O=C1OCC/C1=C\c1ccccc1 | 0.7 | 1519 | -10 | -4 | 0 | -3 | -3 | -3 | 11 | 1.8 | -1.2
Cc1ccc(OC(=O)c2cccc([N+](=O)[O-])c2)c(-n2nc3ccccc3n2)c1 | 0.3 | 1424 | 2 | 1 | -2 | 5 | -3 | -10 | 6 | 5.8 | 0.46
CC(C)(C)C1CCC(=NNC(=O)C(=O)NCc2cccnc2)CC1 (stereo not drawn) | 0.2 | 1446 | 8 | 2 | -1 | 24 | -2 | 6 | -27 | 1.5 | 0.18
Cc1ccccc1-n1c(=O)c2ccccc2n2nnnc12 | -1.2 | 1437 | -3 | 4 | 5 | / | -8 | 5 | 11 | -0.6 | 0.67

Record cards, from the list above.
O=C(CN1CCCCCC1)Nc1cccc(Br)c1 is listed with DTT redox prof: 1.6; SRC2 TRFRET art: 1436; PPARg SRC-2 ag: -4; PPARg SRC-3 ag: 1; Efa HMGR inh: 1; S1P3 antagonist: /; L major viab: 3; PPARg SRC1 recr: 4; bIAP inhibitor: 21; RAM inhibit: -0.4; ROMK primary: /
CSc1nc(=S)n(Cc2ccccc2)c(C)c1C(C)=O is listed with DTT redox prof: -0.1; SRC2 TRFRET art: 1608; PPARg SRC-2 ag: -2; PPARg SRC-3 ag: 2; Efa HMGR inh: 1; S1P3 antagonist: 0; L major viab: -4; PPARg SRC1 recr: -2; bIAP inhibitor: 7; RAM inhibit: 2.7; ROMK primary: 0.96

Back to the main list, repeating the two entries before the break.
Structure | DTT redox prof | SRC2 TRFRET art | PPARg SRC-2 ag | PPARg SRC-3 ag | Efa HMGR inh | S1P3 antagonist | L major viab | PPARg SRC1 recr | bIAP inhibitor | RAM inhibit | ROMK primary
CC(C)(C)C1CCC(=NNC(=O)C(=O)NCc2cccnc2)CC1 (stereo not drawn) | 0.2 | 1446 | 8 | 2 | -1 | 24 | -2 | 6 | -27 | 1.5 | 0.18
Cc1ccccc1-n1c(=O)c2ccccc2n2nnnc12 | -1.2 | 1437 | -3 | 4 | 5 | / | -8 | 5 | 11 | -0.6 | 0.67
CCN1CCN(C(=O)CN(c2cccc(Br)c2)S(=O)(=O)c2ccccc2)CC1 | 0.1 | 1292 | -8 | -2 | -6 | 0 | 98* | 2 | -8 | 0.4 | 0.023
CCOC(=O)C1CCN(C(=O)CCN2C(=O)C3C4C=CC(C4)C3C2=O)CC1 (stereo not drawn) | 0.0 | 1531 | 3 | -10 | 2 | / | -6 | 5 | 6 | 0.7 | -0.078
CCCCOC(=O)Nc1ccc(OC)cc1S(=O)(=O)N1CCOCC1 | 4.5 | 1351 | -1 | 3 | -2 | 7 | -6 | 1 | 3 | -0.1 | /
COc1ccc(Nc2nc(-c3ccccc3)nc3ccccc23)c(OC)c1 | 0.1 | 1812 | 9 | 1 | -4 | 5 | 48 | 0 | -3 | 2.0 | -0.67

Among those listed so far, these have a CF3 group:
Structure | DTT redox prof | SRC2 TRFRET art | PPARg SRC-2 ag | PPARg SRC-3 ag | Efa HMGR inh | S1P3 antagonist | L major viab | PPARg SRC1 recr | bIAP inhibitor | RAM inhibit | ROMK primary
O=C(Cc1ncc(C(F)(F)F)cc1Cl)NCCc1ccccc1 | -0.5 | 1697 | -4 | 3 | -10 | -9 | -10 | 1 | -13 | 0.4 | -0.37
COC(=O)NC1(C(F)(F)F)C(=O)Nc2c1c(=O)n(C)c(=O)n2C (stereo not drawn) | 4.2 | 1296 | 6 | -1 | -5 | -9 | -8 | 6 | -3 | 0.4 | -0.27
